From PubChem
eIF4E 4G PPI – inhibitors of eIF4E and eIF4G interaction in translation initiation | P63073+Q04637 | TR-FRET eIF4E-eIF4GI(517-606) binding, 2 h | inhibition, % at 21.7 µM | actives 0.37% (n = 220,000) | AID 782;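 active means inhibition above about 30%, limit read from the data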;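 further: 0% = full FRET control wells and 100% = background wells lacking eIF4GI fragment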
FXIa inh 1536 – blocks human coagulation factor XIa protease activity | P03951 | purified FXIa, Boc-Glu-Ala-Arg-AMC fluorogenic substrate | inhibition, % at 5 µM | actives 0.14% (n = 220,000);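 active means inhibition of at least 40%; inactive means inhibition below 40%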;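 further: fluorescence of freed AMC excited at 355 nm; 0% = enzyme without compound and 100% = no enzyme blank; many of its hits are not listed in these tables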
Wee1 degr inh – human Wee1 degradation inhibition, primary screen; P30291; HeLa Luc-Wee1K328M stability, luciferase luminescence; 100% = proteasome inhibitor MG132 effect; reporter increase, % at 5 µM; actives 1.2% (n = 220,000);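 active means activation above the mean of all tested compounds plus 3 SD, set per screening run, cut at about 8.8% in these data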;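 further: cells exposed to compound for 20 h before luminescence read; 0% = DMSO alone and 100% = MG132 at 30 µM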
Target sequence (P30291 whole entry K328M): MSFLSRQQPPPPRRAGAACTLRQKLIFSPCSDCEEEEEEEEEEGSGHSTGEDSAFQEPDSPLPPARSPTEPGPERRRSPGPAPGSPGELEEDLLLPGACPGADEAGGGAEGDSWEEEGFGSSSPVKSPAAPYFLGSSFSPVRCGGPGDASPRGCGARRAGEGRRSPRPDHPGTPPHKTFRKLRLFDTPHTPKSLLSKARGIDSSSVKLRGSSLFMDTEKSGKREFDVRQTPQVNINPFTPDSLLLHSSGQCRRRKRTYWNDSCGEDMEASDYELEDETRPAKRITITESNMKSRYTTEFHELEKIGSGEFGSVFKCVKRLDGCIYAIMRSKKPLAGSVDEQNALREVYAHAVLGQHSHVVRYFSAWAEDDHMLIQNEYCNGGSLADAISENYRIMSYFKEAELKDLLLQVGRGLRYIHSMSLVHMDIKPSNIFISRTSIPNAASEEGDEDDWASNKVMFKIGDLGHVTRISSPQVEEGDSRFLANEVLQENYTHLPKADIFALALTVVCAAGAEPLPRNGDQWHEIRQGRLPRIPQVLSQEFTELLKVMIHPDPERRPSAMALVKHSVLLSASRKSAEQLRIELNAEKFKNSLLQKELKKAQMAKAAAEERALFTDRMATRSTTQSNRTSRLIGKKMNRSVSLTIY
14-3-3 Bad PPI – disrupts binding of bovine 14-3-3 zeta to phospho-Bad peptide; P63103; TR-FRET 14-3-3zeta/Dy647-pBad peptide displacement, 1 h; inhibition, % at 21.7 µM; actives 0.71% (n = 220,000);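 active means inhibition above about 70%, limit read from the data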;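 further: 0% = full 14-3-3 plus peptide FRET controls and 100% = background without 14-3-3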
Rad51 HR inh – Rad51 (human) homologous recombination inhibition; inhibition, % at 10 µM; hRad51 DNA strand exchange, fluorescence dequenching; Q06609; actives 0.085% (n = 200,000);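 active means inhibition above 40% at the single screening dose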;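 further: 0% = DMSO control wells and 100% = blanks with heterologous ssDNA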
Target sequence (Q06609 whole entry, looked up): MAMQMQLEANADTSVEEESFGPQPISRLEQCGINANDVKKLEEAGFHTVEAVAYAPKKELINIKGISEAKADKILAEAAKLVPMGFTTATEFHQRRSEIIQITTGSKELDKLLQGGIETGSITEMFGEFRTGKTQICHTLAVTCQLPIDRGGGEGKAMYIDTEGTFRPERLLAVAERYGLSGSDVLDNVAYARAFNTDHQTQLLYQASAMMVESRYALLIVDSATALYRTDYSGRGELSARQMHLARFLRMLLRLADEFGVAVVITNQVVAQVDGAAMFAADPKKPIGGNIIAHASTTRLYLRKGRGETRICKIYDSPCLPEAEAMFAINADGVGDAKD
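Material: human Rad51–ssDNA filaments; Probe or stimulus: labelled 47-mer dsDNA for strand exchange; Doses: single 10 µM dose; Incubation: 37 °C 15-min filament assembly, 30-min compound preincubation, 15-min exchange; Technique: FRET fluorescence dequenching, excitation 485 nm, emission 520 nm; Measure: Fluorescence-based percent inhibition, control- and blank-normalised; Benchmarks: plate control and blank wells.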
FXIIa inh – factor XIIa (human) inhibition; actives 0.3% (n = 220,000); inhibition, % at 5 µM; AID 800; P00748; purified FXIIa, Boc-QGR-AMC fluorogenic substrate, 2 h; in the data active means inhibition above about 40%;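 further: 0% = enzyme with no compound and 100% = blank without enzyme; many of its hits are not listed in these tables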
Mdm2 ligase inh – blocks human Mdm2 ubiquitin ligase activity | Q00987 | cell-based MDM2 ubiquitination luciferase reporter, 2 h; 0 = plate control, 100 = twice control, blank-subtracted | signal enhancement, % at 5 µM | actives 0.11% (n = 210,000);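 active means signal enhancement of 30% or more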;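 further: luminescence tracks abundance of the self-degrading MDM2-luciferase fusion protein; higher signal means inhibition of MDM2 E3 ligase activity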
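system = mammalian cells stably expressing self-ubiquitinating, self-degrading MDM2 E3–luciferase fusion | quantity = 2000 cells per well seeded | incubation = 4 h cell settling then 2 h compound exposure, 37 °C | signal = SteadyLite luminescence, 15 min reagent step | benchmarks = plate control and blank wells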
KLK5 inh – blocks human kallikrein 5 protease activity; Q9Y337; actives 0.59% (n = 210,000); inhibition, % at 5 µM; recombinant hK5, fluorogenic AMC substrate cleavage;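 active means inhibition of 40% or more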;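 further: 0% = enzyme controls without compound and 100% = no-enzyme blanks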
p97 inhibitor – inhibitors of human p97 ATPase. P55072. recombinant p97 ATPase, Kinase-Glo ATP luminescence, 3 h. inhibition, % at 8 µM. actives 0.42% (n = 220,000); in the data active means inhibition above about 15%;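 further: 0% = DMSO vehicle and 100% = wells lacking enzyme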
Active calls of the source: *; . = not tested or not shown; & = joins results of further samples; [ ] = another dose, or the depositor's remark. Rows were taken by chance. About 3.5% of those tested had a hit in this group.

SMILES	eIF4E 4G PPI	FXIa inh 1536	Wee1 degr inh	14-3-3 Bad PPI	Rad51 HR inh	FXIIa inh	Mdm2 ligase inh	KLK5 inh	p97 inhibitor
COc1ccc(S(=O)(=O)N(CC(=O)N/N=C/c2ccccc2C(=O)O)c2ccccc2OC)cc1	-1	3	-3	3	.	6	-11	2	5
COc1cc(C2CC(=O)NC(SCC(=O)Nc3ccccc3C)=C2C#N)ccc1O (configuration not stated)	1	-2	0	-9	-6	12	-14	-18	11
CC1CC(C)CN(CC(=O)N2CCOCC2)C1 (configuration not stated)	3	-1	1	45	2	9	-5	2	3
CCC1Oc2ccccc2N(CC(=O)Nc2ccc3c(c2)OCCO3)C1=O (configuration not stated)	4	-8	0	-5	-8	-5	-8	6	1
O=C(CCSCc1ccccc1Cl)NC1CCCC1	-5	5	-3	-9	-22	14	5	-8	1
CCOC(=O)c1c(C)n(-c2ccccc2)c2ccc(O)cc12	-1	-3	-1	-7	3	5	5	-6	3
Cc1c(C(=O)OCc2nc3scc(-c4ccccc4)c3c(=O)[nH]2)cccc1[N+](=O)[O-]	3	-1	1	-8[fluorescence artefact?]	-9	7	-7	-11	4
Cn1c(N)c(N2CCN(c3ccccc3)CC2)c(=O)[nH]c1=O	2	-3	-1	-5	12	0	-7	-6	2
O=C(CCCN1C(=O)c2ccccc2C1=O)NCc1cccnc1	.	7	1	.	7	16	-5	-9	-5
Cc1ccc(SCCC(=O)OCn2nnc3ccccc3c2=O)cc1	3	-8	0	-7	-5	1	-2	-7	1

Sorted by SMILES length (falling): three of the compounds above
SMILES	eIF4E 4G PPI	FXIa inh 1536	Wee1 degr inh	14-3-3 Bad PPI	Rad51 HR inh	FXIIa inh	Mdm2 ligase inh	KLK5 inh	p97 inhibitor
Cc1c(C(=O)OCc2nc3scc(-c4ccccc4)c3c(=O)[nH]2)cccc1[N+](=O)[O-]	3	-1	1	-8[fluorescence artefact?]	-9	7	-7	-11	4
CCC1Oc2ccccc2N(CC(=O)Nc2ccc3c(c2)OCCO3)C1=O (configuration not stated)	4	-8	0	-5	-8	-5	-8	6	1
CC1CC(C)CN(CC(=O)N2CCOCC2)C1 (configuration not stated)	3	-1	1	45	2	9	-5	2	3

Next part.
SMILES	eIF4E 4G PPI	FXIa inh 1536	Wee1 degr inh	14-3-3 Bad PPI	Rad51 HR inh	FXIIa inh	Mdm2 ligase inh	KLK5 inh	p97 inhibitor
Nc1ccc(S(=O)(=O)O)cn1	5&1&-4	-1&-1&7	-1&-1&-1	-3&-1&2	9&21&4	3&4&8	-9&-7&-7	-6&-4&2	12&6&6
COc1ccc2c(c1)CCc1c(C(=O)NCc3cccnc3)noc1-2	5	3	0	7	.	10	-22	3	0
COC(=O)C1=C(C(=O)OC)[C@@H]2N(C)c3ccccc3[C@@]23C[C@@H](C(=O)OC)N=C3N1	1	0	.	0	1	7	6	1	.
CCOc1ccc(-n2c(SCC(N)=O)nc3c([nH]c4ccccc43)c2=O)cc1	1	4	-1	-9	-1	8	-5	44*	8
CCCc1ccc(C(=O)NNC(=O)c2ccc(Br)cc2)cc1	-4	8	5	8[fluorescence artefact?]	8	12	-11	-17	5
CCCCOc1ccc(S(=O)(=O)NNC(=O)C2Cc3c(ccc4ccccc34)O2)cc1 (configuration not stated)	5[fluorescence artefact?]	-4	-3	0[fluorescence artefact?]	0	8	6	-17	2
COc1cccc(/C=N/Nc2snc(SC)c2C#N)c1	-8	3	5	13	1	7	-3	2	-2
COc1ccc(-c2noc(-c3ccccc3C(=O)NCC3CCCO3)n2)cc1 (configuration not stated)	5	8	-1	4	26	8	-13	-3	-4
CN(C)C(=O)c1ccc(-c2nnc(NCc3ccccc3)c3ccccc23)cc1	0	11	-4	11[fluorescence artefact?]	7	11	1	-1	5
CCOC(=O)N1CCC(n2c(SCC(=O)Nc3ccccc3OC)nc3ccccc3c2=O)CC1	-1	-5	-3	-3	0	6	-11	-3	-1

Rewritten with bars between the fields: entries from further up.
SMILES | eIF4E 4G PPI | FXIa inh 1536 | Wee1 degr inh | 14-3-3 Bad PPI | Rad51 HR inh | FXIIa inh | Mdm2 ligase inh | KLK5 inh | p97 inhibitor
O=C(CCCN1C(=O)c2ccccc2C1=O)NCc1cccnc1 | . | 7 | 1 | . | 7 | 16 | -5 | -9 | -5
Cc1ccc(SCCC(=O)OCn2nnc3ccccc3c2=O)cc1 | 3 | -8 | 0 | -7 | -5 | 1 | -2 | -7 | 1
Nc1ccc(S(=O)(=O)O)cn1 | 5&1&-4 | -1&-1&7 | -1&-1&-1 | -3&-1&2 | 9&21&4 | 3&4&8 | -9&-7&-7 | -6&-4&2 | 12&6&6
COc1ccc2c(c1)CCc1c(C(=O)NCc3cccnc3)noc1-2 | 5 | 3 | 0 | 7 | . | 10 | -22 | 3 | 0
COC(=O)C1=C(C(=O)OC)[C@@H]2N(C)c3ccccc3[C@@]23C[C@@H](C(=O)OC)N=C3N1 | 1 | 0 | . | 0 | 1 | 7 | 6 | 1 | .
CCOc1ccc(-n2c(SCC(N)=O)nc3c([nH]c4ccccc43)c2=O)cc1 | 1 | 4 | -1 | -9 | -1 | 8 | -5 | 44* | 8
CCCc1ccc(C(=O)NNC(=O)c2ccc(Br)cc2)cc1 | -4 | 8 | 5 | 8[fluorescence artefact?] | 8 | 12 | -11 | -17 | 5
CCCCOc1ccc(S(=O)(=O)NNC(=O)C2Cc3c(ccc4ccccc34)O2)cc1 (configuration not stated) | 5[fluorescence artefact?] | -4 | -3 | 0[fluorescence artefact?] | 0 | 8 | 6 | -17 | 2
COc1cccc(/C=N/Nc2snc(SC)c2C#N)c1 | -8 | 3 | 5 | 13 | 1 | 7 | -3 | 2 | -2

More results:
SMILES	eIF4E 4G PPI	FXIa inh 1536	Wee1 degr inh	14-3-3 Bad PPI	Rad51 HR inh	FXIIa inh	Mdm2 ligase inh	KLK5 inh	p97 inhibitor
O=C(/C=C/c1ccccc1)Nc1ccc(NC(=O)c2cccs2)cc1	-1	0	0	1	10	8	4	-5	6
Fc1ccccc1OCCSc1nc2ccccc2o1	7	-7	3	4	12	-5	-21	-8	3
N#Cc1nc(-c2cccs2)oc1NCC1CCCO1 (configuration not stated)	2	-17	0	-6	-2	-18	6	-271	-7
COc1ccc(NC(=S)N(CCCN2CCOCC2)Cc2ccco2)cc1	-6	0	0	-7	3	8	-13	-2	3
S=C(NCc1ccco1)Nc1ccc(Cl)c(Cl)c1	7	-8	-1	-4	7	-1	-13	-4	-1
Cc1ccc2c(Cl)cc(Cl)c(OCC(=O)Nc3cc(S(=O)(=O)N(C)C)ccc3C)c2n1	-1	-3	-1	0	2	7	-11	10	-8
O=C(c1ccccc1F)N1CCN(Cc2ccccc2F)CC1	-3	0	-2	37	3	12	-7	4	-10
Cc1cc(C)cc(N2Cc3ccccc3C2)c1	-1	-2	2	0	2	5	-10	-30	-3
COc1ccc(CCn2cc(C#N)c(=O)[nH]c2=O)cc1OC	0	9	-2	-2	-81	10	-5	-3	2
CC1(C)CC(=O)C(C#N)=C(NCCCO)C1	-2	-8	0	6	0	0	-17	0	2
N#CCCn1cc(C(=O)Nc2ccc(C(=O)O)cc2)c(-c2ccc([N+](=O)[O-])cc2)n1	3	-2	-2	-12	-7	9	-5	.	1
COc1ccc(N(C)S(=O)(=O)c2ccc(Cl)c(C(=O)NCCc3ccc(Cl)cc3)c2)cc1	-2	2	-2	2	18	6	-16	-2	4
NC(=O)NC(=O)Nc1ccccc1Cl	0	-9	-1	-6	5	16	-9	-16	-5
O=C(CN1C(=O)c2cccc3cccc1c23)Nc1ccc(S(=O)(=O)N2CCOCC2)cc1	-1	10	-2	-14	-11	17	-2	-2	1
Cc1ccc(SC[C@H](c2ccccc2)N2CCN(CC(C)C)CCC2=O)cc1	-1	-6	.	-5	5	1	-12	-2	.
C=CCn1c(SCC(=O)NCc2ccc3c(c2)OCO3)nc2scc(-c3ccccc3)c2c1=O	-4	3	0	-5	-16	19	7	-4	5
Cc1cc(/C=C(\C#N)C(=O)NCc2ccco2)c(C)n1-c1ccc(C(=O)O)cc1	2	0	0	-6	5	12	-3	-4	-3
COC(=O)c1cc(S(=O)(=O)N(C)C2CCCCC2)oc1C	-5	3	2	-15	1	10	-10	-3	0
O=C(CCc1c[nH]c2ccccc12)N1CCN(c2ccc(O)cc2)CC1	1	3	-3	-5	-27	1	-7	-4	10
CC(NC(=O)CCc1nnc(-c2ccc(-c3ccccc3)cc2)o1)c1nc2ccccc2[nH]1 (configuration not stated)	4	-4	0	-12	12	2	-6	-1	4
O=C(CSc1nc(O)cc(=O)n1C1CCCC1)Nc1cccc(Cl)c1Cl	-2	0	0	-13	12	5	-10	-2	-1
Cc1ccc(C(=O)N/C(=C/c2ccc(-c3cccc([N+](=O)[O-])c3)o2)C(=O)NCCCN(C)C)cc1	3	11	-1	1	-10	24	-10	17	-1
O=C(c1ccco1)N1CCN(C2CC(=O)N(c3ccc4c(c3)OCO4)C2=O)CC1 (configuration not stated)	-6	-2	-2	-4[fluorescence artefact?]	4	2	-11	-7	2
Nc1ccc(-n2ccnc2)cc1	-2[fluorescence artefact?]	11	4	-4	19	16	-5	-12	2
O=C(COc1ccc2c(c1)C(=O)CC1(CCCCC1)O2)NCc1ccccc1	-1	12	0	3	-6	4	-22	-1	0
CCc1ccc(-c2ccc(C(=O)O)c(C)n2)cc1	-2	7	3	2	16	8	-9	-6	-1
COc1ccc(-c2nc3ccccc3c(=O)n2NC(=S)N(C)C)cc1	7	0	3	17[fluorescence artefact?]	-7	10	-10	-9	7
COc1ccc(NC(=S)N(Cc2cccc(Br)c2)CC2CCC(C(=O)O)CC2)cc1 (configuration not stated)	-2	1	-1	-5	.	9	-17	.	3
Cc1cccc(C(=O)NCCN2CCCC2)c1	2	7	1	10	2	18	-11	4	2
CCOC(=O)CCNC(=O)Nc1ccc2nc(C)n(Cc3ccccc3Cl)c(=O)c2c1	0	-4	-3	7	-2	5	5	-4	1
Cc1cc(C)c(C(=O)CSc2nc(C)cc(C)c2C(N)=O)c(C)c1	5	-1	-2	7	0	4	-10	-6	4
CCOC(=O)CSc1nnc(-c2ccco2)n1C	1	0	-2	1	-2	10	-23	-5	-2
O=C(O)C1CC=CCC1C(=O)NCCc1ccccc1 (configuration not stated)	1	-8	-1	10[fluorescence artefact?]	6	-2	-8	0	0
CN(C)c1ccc(C2C3=C(CCCC3=O)OC3=C2C(=O)CCC3)cc1	-4	2	4	-13[fluorescence artefact?]	-2	-1	-2	4	0
CC(=O)Nc1ccc(S(=O)(=O)N2CCN(c3cnn(C)c(=O)c3Cl)CC2)cc1	1	-1	-4	-4	-3	10	-7	2	2
Cn1ncc(Cl)c1C(=O)N1CCc2ccccc21	-2	-10	1	-1	3	-12	-19	7	-4
O=C1N/C(=N\N=C\c2cccs2)SC1Cc1cccc(Cl)c1Cl (configuration not stated)	-1	6	-1	2[fluorescence artefact?]	-8	9	-3	-2	11
COc1ccc(OC)c(CN2CCN(S(=O)(=O)c3ccc(NC(C)=O)cc3)CC2)c1	4	29	3	36	-13	25	-10	28	-8
CSc1nn2cc(CCN3CCOCC3)c(-c3ccc(F)cc3)nc2c1C#N	0	-2	3	5	8	8	2	-3	-4
